Screens (PubChem)
All columns: NCI-60 one-dose screen, growth in % after 48 h at 10 µM unless noted; 100 = growth as untreated, 0 = no growth, -100 = all killed.
UO-31: UO-31 renal cancer | 81,000 compounds, 5.2% hits
SN12C: SN12C renal cancer cells; 81,000 compounds, 3.8% hits
ACHN: ACHN renal cancer; 81,000 compounds, 4.9% hits; AID 1794771
786-0: 786-0 renal cancer cells | 81,000 compounds, 5.1% hits
U251: U251 CNS tumor cells; 80,000 compounds, 5.4% hits; AID 1794753
TK-10: TK-10 renal cancer cells | 81,000 compounds, 3.9% hits
RXF 393: RXF 393 renal cancer cells. 77,000 compounds, 6.9% hits
CAKI-1: CAKI-1 renal cancer. AID 1794772. 75,000 compounds, 4.7% hits
A498: A498 renal cancer cells | 76,000 compounds, 5.4% hits | AID 1794774
* = called active by the depositor; · = not tested or not shown; & = joins results of further samples. Rule for the calls: active = growth percent below 10; inactive = the rest.

1: CC1(C)c2ccccc2-c2nc3ccccc3cc2C1N1CCOCC1 (stereo not drawn)
2: COc1ccc2[nH]cc(C3(c4c[nH]c5ccc(OC)cc45)C(=O)Nc4ccccc43)c2c1
3: O=C(CN1CCN(c2ncnc3c2cnn3-c2ccccc2)CC1)Nc1nncs1
4: O=C(Nc1ccccc1)Nc1ccc(C(=O)/C=C/c2ccc(N3CCCCC3)cc2)cc1
5: Cc1[nH]c(C(=O)NN)c(C)c1C(=O)NN
6: Cc1ccc(C)c(NS(C)(=O)=O)c1
7: CCc1ccccc1Cc1ccccc1
8: O=c1c(Cc2ccncc2)c[nH]c2ccc(Cl)cc12
assay / entry,1,2,3,4,5,6,7,8
UO-31,77.5,68.2,-97.2*,63.0,90.7,90.2,81.3,63.7
SN12C,95.9,103.6,-54.7*,86.7,101.9,100.1,114.6,90.5
ACHN,88.4,95.9,-87.5*,90.6,111.0,97.5,96.8,93.2
786-0,96.3,100.4,-80.9*,98.4,114.5,113.2,93.2,106.0
U251,104.9,103.3,-72.5*,68.0,108.2,104.7,98.9,107.7
TK-10,110.7,140.0,-56.5*,93.0,117.0,94.5,110.2,120.7
RXF 393,105.7,94.3,-71.3*,91.3,128.5,100.6,98.6,115.6
CAKI-1,90.6,90.6,-95.7*,78.9,104.8,80.2,99.7,88.2
A498,110.3,100.1,49.0,79.2,97.1,95.5,111.1,95.7

9: Clc1ccc(-c2nn(-c3ccccc3)cc2-c2nc3ccccc3s2)cc1
10: NC(=O)C(c1ccccc1)N1CCCCC1 (stereo not drawn)
11: O=c1cc(NNC(=S)Nc2ccccc2)c2cc(Br)ccc2[nH]1
12: Cc1cccc(C)c1OCc1nnc(SCC(=O)O)n1-c1c(C)cccc1C
13: O=C(c1ccccc1)c1ccncc1
14: CC1=CSc2ncnc3ncn1c23
15: COc1nc(Cl)nc(OC)n1
16: COc1ccc(C(=O)c2cc(OC)c(OC)c(OC)c2)cc1/C=C/C(=O)c1ccc(F)cc1
assay / entry,9,10,11,12,13,14,15,16
UO-31,76.5,100.7,69.5,81.4,86.0,99.5,90.0,56.3
SN12C,89.5,101.7,93.8,100.2,97.6,93.5,100.1,64.7
ACHN,102.4,110.5,90.3,98.3,104.6,95.8,113.7,-70.3*
786-0,106.3,108.1,94.7,97.9,97.0,100.9,97.7,77.4
U251,103.3,104.4,97.4,102.9,99.2,97.3,97.4,34.1
TK-10,131.4,113.8,120.9,101.7,109.4,117.0,90.1,82.9
RXF 393,92.2,108.8,111.2,111.4,104.5,·,113.8,88.3
CAKI-1,89.8,99.5,86.2,99.9,92.2,98.6,·,81.5
A498,111.4,101.6,111.5,107.2,95.2,116.3,95.2,80.9

17: COc1cccc(COC(C)OCC(C)C)c1OC (stereo not drawn)
18: c1ccc2c(c1)CCCC2C1=NCCN1 (stereo not drawn)
19: COc1ccc(-c2ccnc3c(C#N)c(Nc4ccccc4)nn23)cc1
20: O=C(OCc1ccccc1)c1ccc2c(c1)NC(=O)[C@@H]1CCCN21
21: C(=C\c1ccccc1)/CN1CCOCC1
22: Cc1cc(NS(=O)(=O)c2ccc(N=Nc3c(N)[nH]c(=O)[nH]c3=O)cc2)nc(C)n1
23: Nn1c(N/N=C/c2c[nH]c3ccccc23)n[nH]c1=S
24: O=c1[nH]c(Nc2ccccc2)cc2ccccc12
assay / entry,17,18,19,20,21,22,23,24
UO-31,98.6,92.7,84.6,86.5,94.4,68.5,70.0,91.9
SN12C,97.3,97.3,95.5,99.3,100.2,97.9,99.0,99.9
ACHN,97.3,105.7,100.4,105.8,·,102.0,93.4,107.7
786-0,90.1,94.2,98.6,97.8,101.2,100.4,106.0,95.4
U251,101.9,104.5,102.0,102.7,98.3,101.4,102.7,87.8
TK-10,98.8,103.8,104.8,107.4,94.6,100.8,144.4,121.8
RXF 393,·,131.1,67.4,108.6,116.7,116.7,118.7,107.7
CAKI-1,101.4,101.5,90.3,·,·,98.6,88.2,79.1
A498,114.5,123.6,·,99.6,92.8,92.2,·,91.9

25: CC(=O)Nc1nc(C)c(C(=O)N/N=C/N2CCCCC2)s1
26: N#CC1=C(N)Oc2c(c(=O)[nH]c3ccc(Br)cc23)C12C(=O)c1ccccc1C2=O
27: COc1ccc(-c2c3c(cn2Cc2cc(OC)c(OC)c(OC)c2)-c2oncc2CCC3)cc1
28: COc1ccc(/C=N/OCC(O)CNCc2ccccc2)cc1OC1CCCC1 (stereo not drawn)
29: O=C(O)CCN1C(=O)/C(=C/c2ccc(F)cc2)SC1=S
30: O/N=C\c1cc(-c2cccc3ccccc23)on1
31: CCC(C)(C)c1ccc(OCCO)cc1
32: O=C(Nc1ccccc1)Nc1ccc([N+](=O)[O-])cn1
assay / entry,25,26,27,28,29,30,31,32
UO-31,98.7,77.7,80.2,69.2,89.0,76.1,112.5,79.5
SN12C,105.6,96.3,94.4,99.9,93.1,93.6,109.2,108.7
ACHN,115.7,96.9,96.8,99.6,102.6,108.4,100.5,94.0
786-0,114.5,103.7,99.9,89.5,95.8,98.5,101.0,89.1
U251,105.2,97.0,98.1,99.6,99.9,84.3,94.8,100.3
TK-10,143.7,104.9,126.9,103.4,·,·,·,88.5
RXF 393,112.2,98.4,98.4,95.5,114.8,100.4,·,106.5
CAKI-1,131.6,94.7,77.5,84.0,98.5,97.5,103.5,·
A498,119.3,89.3,95.6,·,96.0,77.9,106.2,97.7

33: CC(C)c1ccccc1C1CCCCC1
34: Cc1ccccc1N1C(=O)C2CC=CCC2C1=O (stereo not drawn)
35: COC(=O)[C@H](C)NC(=O)c1ccc(NC(=O)c2[nH]c(C)c(Cl)c2Cl)c(OC2CCNCC2)c1
36: COc1ccc(/C=C(/C(=O)N2CCN(c3ccc(C)cc3)CC2)c2cc(OC)c(OC)c(OC)c2)cc1N
37: CCOc1cc(C2SCC(=O)N2n2cnnc2)ccc1O (stereo not drawn)
38: CCCCCCCCCCCC1=NCC(CC(C)CC(C)(C)C)O1 (stereo not drawn)
39: O=C(NC(Cc1nn[nH]n1)C(=O)OCc1ccccc1)OCc1ccccc1 (stereo not drawn)
40: NC(N)=N/N=C/c1ccncc1
assay / entry,33,34,35,36,37,38,39,40
UO-31,84.0,86.2,91.1,51.2,80.8,73.2,83.5,69.5
SN12C,108.7,97.2,99.1,28.8,104.4,121.7,105.1,100.8
ACHN,98.1,93.9,107.1,30.5,105.8,100.9,103.7,107.7
786-0,96.9,98.4,103.6,18.5,105.5,105.7,122.1,108.5
U251,98.1,100.0,106.5,22.0,106.5,114.2,109.8,109.2
TK-10,94.8,99.7,116.1,76.7,105.7,118.1,101.0,111.2
RXF 393,102.5,112.2,119.5,55.2,104.8,125.7,98.6,118.8
CAKI-1,96.9,96.0,99.5,·,84.9,111.6,104.1,86.2
A498,117.7,81.8,86.8,-11.1*,105.3,108.7,112.0,100.8

41: O=C(CCN1CCCCC1)CCN1CCCCC1
42: N#C/C(=C\c1ccc(N2CCOCC2)cc1)C(=O)Nc1sc2c(c1C#N)CCC2
43: Oc1ccccc1OCc1ccccc1
44: NS(=O)(=O)c1ccc(C(=O)NN2C(=O)c3cccc4cccc(c34)C2=O)cc1
45: Cc1cccnn1
46: O=C1C=CC2(NN=C(c3ccccc3)N2c2ccccc2)c2cccc(O)c21 (stereo not drawn)
47: c1ccc2c(c1)Nc1ccc3ccccc3c1S2
48: O=C(NCC1CC1)c1ccccc1NC(=O)c1cc2ccccc2oc1=O
assay / entry,41,42,43,44,45,46,47,48
UO-31,86.6,89.8,92.6,77.4,89.0,22.1,69.0,91.6
SN12C,84.8,90.8,95.2,101.0,101.7,7.2*,94.7,92.3
ACHN,102.7,92.8,102.3,103.1,100.6,55.2,87.9,87.6
786-0,107.2,84.8,92.4,104.8,100.8,102.0,90.5,87.4
U251,92.2,87.9,99.8,102.2,100.6,11.2,68.6,·
TK-10,91.6,98.8,89.8,101.1,115.3,91.6,112.3,121.2
RXF 393,·,67.9,118.9,107.8,103.0,120.0,100.7,94.6
CAKI-1,100.2,81.1,·,81.8,106.5,81.7,91.3,97.2
A498,77.4,·,92.7,98.8,92.7,102.9,24.4,100.4

49: Nc1c(C(=O)N/N=C\c2ccc(OC(F)F)c(OCc3ccccc3)c2)cnn1CC(O)c1ccccc1 (stereo not drawn)
50: O=C(Nc1ccc(OCc2nnc(-c3ccc(Cl)cc3)o2)c(F)c1)c1ccc(Cl)c(Cl)c1
51: O=[N+]([O-])c1cccc(-c2nnc(CSc3nnc(-c4ccc(Cl)cc4)o3)o2)c1
52: CN1CCN(Cc2ccc(NC(=O)c3[nH]ncc3Nc3ncnc4sc5c(c34)CCCC5)cc2)CC1
53: Clc1ccc(C2N(Cc3ccccc3)CCC3CCCCN32)cc1Cl (stereo not drawn)
54: Nc1cccnc1/C=N/NC(=S)NCCNC(=O)c1ccc(-n2nc(-c3ccccc3O)nc2-c2ccccc2O)cc1
55: CC(C)=CCNc1ncnc2c1ncn2C1OC(COP(=O)(O)O)C(O)C1O (stereo not drawn)
56: Cc1c(N)c(S(N)(=O)=O)cc(S(N)(=O)=O)c1Cl
assay / entry,49,50,51,52,53,54,55,56
UO-31,38.3,89.3,86.2,-82.9*,86.4,-3.9*,39.6,98.1
SN12C,44.3,72.5,100.0,-44.2*,100.0,5.7*,32.4,110.1
ACHN,48.9,65.5,105.2,-100.0*,94.8,2.9*,28.2,107.6
786-0,70.8,88.7,100.7,-92.2*,99.2,-1.5*,43.3,103.0
U251,57.7,83.9,103.5,-84.2*,91.9,12.4,·,105.9
TK-10,75.2,88.8,114.2,-96.6*,102.2,12.3,·,106.8
RXF 393,64.6,·,107.9,-92.9*,100.2,-10.6*,·,98.3
CAKI-1,35.0,89.0,90.7,·,109.0,5.0*,16.3,93.7
A498,·,90.0,99.5,-60.5*,97.4,73.7,-7.8*,109.3

Some of the entries above in a different format.
55: CC(C)=CCNc1ncnc2c1ncn2C1OC(COP(=O)(O)O)C(O)C1O (stereo not drawn)
  UO-31: 39.6
  SN12C: 32.4
  ACHN: 28.2
  786-0: 43.3
  U251: ·
  TK-10: ·
  RXF 393: ·
  CAKI-1: 16.3
  A498: -7.8*

54: Nc1cccnc1/C=N/NC(=S)NCCNC(=O)c1ccc(-n2nc(-c3ccccc3O)nc2-c2ccccc2O)cc1
  UO-31: -3.9*
  SN12C: 5.7*
  ACHN: 2.9*
  786-0: -1.5*
  U251: 12.4
  TK-10: 12.3
  RXF 393: -10.6*
  CAKI-1: 5.0*
  A498: 73.7

(continued)
57: Cc1cc(NC(=O)c2ccc(N)cc2)ccc1N=Nc1ccc2cc(S(=O)(=O)O)cc(S(=O)(=O)O)c2c1
58: NCC1CCC(C(=O)O)CC1 (stereo not drawn)
59: Cn1cc(-c2nc(-c3cccnc3)cs2)c2cc(Br)ccc21
60: NS(=O)(=O)c1ccc(CCn2c(=O)c3cc4c(=O)n(CCc5ccc(S(N)(=O)=O)cc5)c(=O)c4cc3c2=O)cc1
61: NCC(=O)NC(CC(=O)O)C(=O)O (stereo not drawn)
62: Cc1ccc(-c2cc3nc4c(c(=O)n3[nH]2)CCCC4)cc1
63: CC(=O)Cc1nsc(NC(=O)c2ccc(COc3cccc(C)c3)o2)n1
64: CCOC(=O)C1=C(C)n2nc3n(-c4ccccc4)c(=O)/c(=C\c4ccc(OC)cc4)n3c2=NN1
assay / entry,57,58,59,60,61,62,63,64
UO-31,100.9,96.7&75.9,95.9,84.8,·,98.7,87.7,78.6
SN12C,108.9,102.6&105.0,96.3,106.1,99.0,98.8,97.7,99.1
ACHN,95.2,101.7&90.0,89.6,104.5,106.1,99.9,100.1,94.4
786-0,111.6,101.5&97.3,79.7,103.3,100.2,99.0,100.9,105.5
U251,92.9,105.9&102.3,76.3,109.1,103.0,78.8,95.2,104.2
TK-10,97.9,113.9&108.9,78.6,99.6,97.7,114.0,101.3,132.5
RXF 393,110.2,109.8,112.5,111.7,109.0,112.5,102.7,114.5
CAKI-1,91.5,132.8&91.2,94.6,93.0,89.8,109.5,94.9,92.6
A498,90.6,111.9&107.8,·,93.1,105.2,117.5,91.2,108.4

65: Cc1nc2ccccc2c(/C=C/c2ccccc2)c1C(=O)/C=C/c1ccc2c(c1)OCO2
66: NNC(=O)CO
67: COc1cc2cc3c(nc2cc1OC)CCN3Cc1ccc(NC(=O)c2ccc(F)cc2C)cc1
68: CCCNC(=O)c1sc2ncnc(Oc3ccc(NC(=O)Nc4ccc(C)c(Cl)c4)cc3)c2c1C
69: O=S(=O)(O)C1CC(S(=O)(=O)O)NC(S(=O)(=O)O)C1 (stereo not drawn)
70: Cc1cc(C2(c3cc(C)c(OCC(O)CO)cc3C(C)C)OC(=O)c3ccccc32)c(C(C)C)cc1OCC(O)CO (stereo not drawn)
71: O=C(CCn1ccnc1)Nc1cc(S(=O)(=O)Nc2ccccc2Cl)ccc1O
72: COc1ccc(C2=Nc3c(N)ncnc3NC(c3sc(Cl)nc3Cl)C2)cc1 (stereo not drawn)
assay / entry,65,66,67,68,69,70,71,72
UO-31,56.8,·,54.5,43.5,94.4,47.3,98.6,88.3
SN12C,67.5,104.0,93.2,84.8,101.6,71.9,97.7,92.5
ACHN,71.0,102.0,95.6,91.3,94.4,57.9,105.4,101.0
786-0,84.4,101.3,100.3,86.5,102.4,73.3,92.7,96.3
U251,60.7,105.5,100.8,83.4,97.0,64.7,104.2,95.0
TK-10,113.0,90.8,129.8,108.6,112.5,75.8,95.6,101.1
RXF 393,72.6,102.2,109.9,107.3,111.9,109.0,114.6,94.5
CAKI-1,55.3,92.1,94.3,89.7,100.2,47.2,93.7,100.8
A498,85.7,112.3,121.5,·,89.1,104.0,103.9,72.1

The order is random, and some 12% of all compounds hit somewhere here.
